TAG inh – inhibitors of triacylglycerol accumulation; H9c2 cells, Nile Red lipid (TAG) fluorescence; cells loaded with 200 µM oleic acid; inhibition, % at 12.5 µM; actives 0.66% (n = 230,000); AID 651582;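 active means pattern-corrected inhibition of lipid staining of at least 50% with the nuclear-stain viability signal not falling by more than 50%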;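 further: 0% = DMSO wells and 100% = triacsin C control wells; some results filed as inactive read as strong as hits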
TAG inh DAPI viability – further read-out of TAG inh, marked with its call; DAPI nuclei signal change (viability), lower = more cytotoxic, %;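 whole-well DAPI fluorescence read on a plate reader as a viability signal; minus 50 percent equals half of cells still viable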
An asterisk follows results filed as active; & = joins results of further samples. These rows are one share of the data; rates above refer to the full screens.

SMILES | TAG inh | TAG inh DAPI viability
CCSc1ccccc1C(=O)N1CCN(c2ccc([N+](=O)[O-])cc2)CC1 | 16 | -7
O=C(NCc1ccco1)c1ccc2sc([C@@H]3O[C@H](CO)[C@H](O)[C@H](O)[C@H]3O)nc2c1 | -3 | -3
COc1ccc(CC(=O)N2CCN(S(=O)(=O)c3ccc(Cl)s3)CC2)cc1 | 2 | 6
Cc1nnc(SCC(=O)N(C2CCCCC2)C2CCS(=O)(=O)C2)n1N (stereo not given) | -18 | 6
O=C(NCc1ccccc1)C1=C[C@@H](c2csc3ccccc23)C[C@@H](OCc2ccc(CO)cc2)O1 | -30 | -4
Cc1ccc(N(Cc2cc(=O)[nH]c3ccccc23)C(=O)C(C)C)cc1 | 8 | -18
CCCCN(Cc1nc2ccccc2c(=O)[nH]1)C(=O)c1nn(C)c(=O)c2ccccc12 | 3 | -11
O=C(COC(=O)c1n[nH]c2ccccc12)c1cccc(Br)c1 | -4 | -3
Cc1cccc(C)c1OCc1cc(C(=O)N2CCCC2c2nonc2C)no1 (stereo not given) | 0 | 6
O=C1CSC(=S)N1/N=C/c1ccc(O)c(O)c1O | -8 | 18
COc1cccc(NC(=O)CN(C)C(=O)c2ccc3c(c2)CC(c2ccccc2)OC3=O)c1 (stereo not given) | -38 | -9
CC(Sc1ncc(C(F)(F)F)cc1Cl)C(=O)NC(N)=O (stereo not given) | 8 | -5
CCn1c(C(=O)N2CCC(C(=O)N3CCN(c4ccccn4)CC3)CC2)cc2sccc21 | -19 | -2
COc1cccc(-n2nc3c(=S)[nH]nc(C)c3c2C)c1 | 17 | 0
CCc1ccc(OCCOCC(O)CN(CCO)CCO)cc1 (stereo not given) | -3 | 12
CCOC(=O)c1c(-c2ccncc2)csc1N | 14 | -7
Cc1ccccc1Sc1ncccc1[N+](=O)[O-] | -1 | 5
CCOC(=O)c1ccc(NC(=O)COc2ccccc2CNCCO)cc1 | -22 | 16
CC1CCCCC1NC(=O)c1cc2ccccc2o1 (stereo not given) | -18 | -5
FCCCOc1ccc(-c2ccnc3ncnn23)cc1 | -2 | 48
Cc1ccc(C)c(N2CCN(c3nc4ccccc4c(=O)n3Cc3ccccc3)CC2)c1 | 5 | 9
O=[N+]([O-])c1cccc(Cl)c1NCCNc1ncc(C(F)(F)F)cc1Cl | -5 | -20
CCOC(=O)c1c(N)c(C#N)c2n1CCCCC2 | -11 | 3
CCCCN1CC(COCc2ccccc2)Oc2cccc(Oc3cc(C)c(C)c(C)c3)c2S1(=O)=O (stereo not given) | 18 | -3
COc1ccc(C(=O)/C(=C/c2cccs2)c2nc3ccccc3o2)cc1 | -14 | 10
CC(=O)/C(=C(/O)c1ccccc1)c1nc2ccccc2[nH]1 | 1 | -6
COc1c(C)cc(C(O)c2ncc(-c3cccc(C(F)(F)F)c3)[nH]2)cc1C (stereo not given) | 8 | 1
OC1(CC#CCN2CCCCC2)c2ccccc2-c2ccccc21 | 13 | -18
Cc1cc2c(nn1)CCc1c-2no[n+]1[O-] | -12 | 2
CCOc1ccccc1NC(=O)c1ccc2c(c1)C(=O)N(CC)C2=O | 4 | -6
CC(=O)c1sc(NC(=O)c2ccccc2F)nc1-c1ccccc1 | 2 | 8
CC(C)c1ccc(C2CC(=O)N3CN(C)CSC3=C2C#N)cc1 (stereo not given) | 3 | -2
Cc1ccc2oc(-c3cccc(N)c3)nc2c1 | 1 | 28
CCOC(=O)c1nnn(-c2nonc2N)c1-c1ccc(F)cc1 | 3 | -10
CCCSc1nsc(NC(=O)C(c2ccccc2)c2ccccc2)n1 | -2 | 6
Cc1cc(C(F)(F)F)n2ncc(-c3ccc(F)cc3)c2n1 | 13 | 9
COC(=O)c1nnn(CC(=O)Nc2cccc(OC)c2)c1C(=O)OC | 1 | -1
COc1cc(C(=O)N2CC(=O)Nc3ccccc32)cc(OC)c1OC | 25 | -27
O=C(CSc1nnc(-c2ccc(O)cc2)o1)N1CCOCC1 | -5 | 2
CC(C)CC(=O)Nc1nc2c(c(=O)[nH]1)CCCC2 | 4 | 12
CCOc1ccc2nc(S(=O)(=O)NC(=O)C3(C)CCN3C(=O)c3c(C)noc3C)sc2c1 (stereo not given) | -7 | 7
C=CCOc1ccc(Cl)cc1CNC1CCCC1 | 9 | -11
O=C(NCc1ccccn1)c1cccc(S(=O)(=O)N2CCc3ccccc32)c1 | -20 | -5
COc1ccc([C@@]23Oc4cc(OC)cc(OC)c4[C@]2(O)[C@H](O)[C@H](C(=O)N(C)C)[C@H]3c2ccccc2)cc1 | 106 | -62
COC(C)(C)[C@@H](O)COc1c2ccoc2cc2oc(=O)ccc12 | 12 | -14
Cc1ccc(NC(=O)c2ccc([N+](=O)[O-])cc2)cc1S(=O)(=O)N(C)C | 7 | -6
COc1ccc([N+](=O)[O-])cc1NC(=O)COC(=O)Cn1cnc2ccccc2c1=O | 11 | 6
COc1cc(CN2CCN(CCCc3ccccc3)C(CCO)C2)cc(OC)c1O (stereo not given) | -15 | 20
Cc1ccnc(N2CCC(C(=O)Nc3cccc(C(F)(F)F)c3)CC2)n1 | 7 | -2
O=C1NC(Cc2ccccc2)c2nc3ccccc3c(=O)n2-c2ncccc21 (stereo not given) | -6 | 4
Cc1cnc(C(=O)OCC(=O)Nc2ccc(OCc3ccccc3)cc2)cn1 | -15 | 1
Cc1nn(C)c(C)c1S(=O)(=O)N(CC(=O)NC1CCCCCC1)c1ccc(C(C)C)cc1 | -1 | -7
O=C(C1=C(O)C(=O)N(c2nccs2)C1c1ccccc1)c1cc2ccccc2o1 (stereo not given) | -16 | -5
O=C(CN1CCN(S(=O)(=O)c2cccc(F)c2)CC1)Nc1ccnn1C1CCCC1 | 9 | -7
CCCCN(Cc1cc2cc(OC)ccc2[nH]c1=O)C(=O)COc1ccccc1 | -11 | 10
CC(=O)c1ccc(NC(=O)CSc2nnc(NC(=O)c3ccco3)s2)cc1 | 8 | 10
O=C(Nc1cccc(S(=O)(=O)C(F)F)c1)c1ccc(Cl)c(S(=O)(=O)N2CCOCC2)c1 | 14 | -7
CC1(C)CC2CC(C)(CN2C(=O)COC(=O)c2cncc(Br)c2)C1 (stereo not given) | -3 | -2
COc1ccc(CN2CCC(C(=O)Nc3ccc(Oc4ccccc4)nc3)CC2)cc1F | 6 | 6
CCN(CC)CCn1c2c(c(SCC(=O)Nc3nc4ccc(C)cc4s3)nc1=O)CCC2 | 15 | 14
(list continues)
SMILES | TAG inh | TAG inh DAPI viability
CC(CN1CCCC1)C(=O)NN (stereo not given) | -7 | 4
Cc1ccc(CC(=O)Nc2ccccc2N2CCOCC2)cc1C | 3 | -1
Cc1ccc(NC(=O)NCCN2CCCCC2)cc1Cl | 5 | -2
O=C(NCc1cccnc1)NC1(C(F)(F)F)Oc2ccc(Cl)cc2O1 (stereo not given) | 5 | -15
CCCCCc1cc(=O)oc2c(C(CCN(CC)CC)c3ccc(N(C)C)cc3)c(OC)cc(OC)c12 (stereo not given) | 72* | -26*
CC(C)CCC(C(=O)O)C(C)CC(=O)NNC(=O)c1ccco1 (stereo not given) | -4&-3 | 1&-4
CC(C)CC(=O)Nc1cc(C(F)(F)F)ccc1N1CCOCC1 | -13 | 6
Cc1ccnc(NC(=O)c2ccc(C(=O)c3ccccc3)cc2)c1 | -1 | -6
CCCOC1CCCN(C(=O)c2cc(COc3ccc(F)c(F)c3)on2)C1 (stereo not given) | 2 | 1
Cc1cc(NC(=O)CSc2nc(C)c(C)c(=O)[nH]2)no1 | 4 | 1
CCOC(=O)C1(C(=O)OCC)COC(=O)C2(CC)OC21 (stereo not given) | -13 | -10
CCN1C(=O)CS/C1=N\S(=O)(=O)c1ccccc1 | -3 | 2
CCN1C(=O)[C@H]2[C@@H](c3ccc(SC4CCCCC4)c(OC)c3)N[C@@](Cc3ccccc3)(C(=O)OC)[C@H]2C1=O | 32 | -3
Cc1ccc(-c2nnn(CC(=O)N3CCCCC3)n2)o1 | -12 | 7
CC(C)(C)NC(=O)NC(=O)COC(=O)CCC1CCCC1 | 11 | -7
CCCCn1c(-c2ccccc2C)nc2cc3[nH]c(=O)c(C(C)C)nc3cc21 | 4 | 27
CCOC(=O)c1c(NC(=O)CN2CCCCC2)sc2c1CCC(C=O)=C2Cl | 44 | -36
CNC(=O)/C(C#N)=C/c1ccc(-c2ccc(OC)cc2[N+](=O)[O-])o1 | 0 | -2
CCOC(=O)N1CCC(NC(=O)c2sc3nc4n(c(=O)c3c2C)CCCC4)CC1 | -8 | 12
COCCn1c(C)cc(C(=O)CSc2cc(C)c3ccc(OC)cc3n2)c1C | 9 | 3
CCOC(=O)c1ccc(NC(=O)C2CCN(S(=O)(=O)c3ccccc3)CC2)cc1 | 4 | 10
CC(=O)N1c2ccc(S(=O)(=O)NCCC(=O)Nc3ccc(Cl)cc3)cc2CC1C (stereo not given) | -1 | -3
CCOC(=O)C1CCCN(C(=O)COc2ccc(S(=O)(=O)N3CCOCC3)cc2)C1 (stereo not given) | -25 | -4
O=C(O)C1CC(=O)N(c2ccc(F)c(F)c2)C1 (stereo not given) | -7 | 1
COc1ccc(-c2csc3nc(C(C)C)oc(=O)c23)cc1OC | 19 | -11
O=C(NC(=S)Nc1cccc2c(O)cccc12)c1ccccc1[N+](=O)[O-] | 12 | -13
COc1ccc(C(C)(O)c2nc(-c3cnc4ccccc4c3)cs2)cc1 (stereo not given) | -21 | 15
CCCc1cc2c(=O)c(-c3cscn3)c(C(=O)OCC)oc2cc1O | 14 | -12
O=C(NCCc1ccccc1)C(=O)NCC1OCCN1S(=O)(=O)c1ccc(Cl)cc1 (stereo not given) | 0 | -4
Cc1cc(C)c(CNC(=O)c2cc(C3CC3)nc3c2cnn3C(C)C)c(=O)[nH]1 | 1 | 6
Cc1onc(-c2ccccc2)c1C(=O)NC(C)c1ccccc1 (stereo not given) | 8 | -10
O=C(COC(=O)Cn1cnc2ccccc2c1=O)Nc1ccccc1OC(F)F | -7 | -4
CCC(Cc1ccccc1)n1c(=S)[nH]c2ccccc2c1=O (stereo not given) | -20 | -2
COc1ccc(C(=O)CSc2nnc(CNC(=O)c3ccccc3)o2)cc1 | -5 | 3
Cc1cccc2cc(/C=N/NC(=O)c3ccccc3O)c(Cl)nc12 | -3 | 5
OC(c1ccc(F)cc1)c1nc(-c2ccc(F)c(Cl)c2)cs1 (stereo not given) | -11 | 0
Cn1nccc1CNC(=O)c1c(Cl)cnn1C | 4 | -6
COc1ccc(OC)c(-c2c3c([nH]c(=S)c2C#N)CCCC3)c1 | -12 | -10
CCN1CCN(C(=O)C2=CC(c3ccc(C)cc3)=NS(=O)(=O)N2C)CC1 | 0 | -2
Cc1cc(NS(=O)(=O)c2ccc(NS(=O)(=O)c3cc(C)c(Cl)cc3Cl)cc2)no1 | 3 | -6
O=C(CN1C(=O)c2ccc([N+](=O)[O-])cc2C1=O)NCC1CCCO1 (stereo not given) | 3 | 9
Clc1nc(-c2n[nH]nc2Cl)n[nH]1 | -4 | 6
Cc1ccc(S(=O)(=O)Nc2ccccc2CNc2ccc(Br)cn2)cc1 | -29 | 2
Cc1cccc(-c2cnc(C(O)c3ccc4ccccc4c3)[nH]2)c1 (stereo not given) | -13 | 1
Clc1ccccc1Nc1nc(NCc2ccccc2)nc2ccsc12 | -42 | 11
CCCNC(=O)C1(C)CCCN(C(=O)c2cccc(C#N)c2)C1 (stereo not given) | -1 | 6
COc1ccc(CCNS(=O)(=O)c2cccc(C(=O)O)c2)cc1OC | -6 | 6
COc1ccc(CCn2c(-c3ccc(C(C)(C)C)cc3)n[nH]c2=S)cc1OC | 0 | 3
C[C@H](CO)N1C[C@H](C)[C@H](CN(C)S(=O)(=O)c2ccc(Cl)cc2)OCc2cnnn2CCCC1=O | 0 | -2
CC(C(=O)N1CCc2ccccc2C1)N1C(=O)c2ccccc2C1=O (stereo not given) | -2 | 1
Cc1ccc(Cn2c(SCC(=O)NCC3CCCO3)nc3c2c(=O)n(C)c(=O)n3C)cc1 (stereo not given) | 18 | -17
C=CCNc1nnc(C)c2ccccc12 | 11 | 2
CCCCC1(C)NC(=O)c2c(C)sc(C(=O)OCC)c2N1 (stereo not given) | 0 | 8
COc1ccc2c(c1)C(=O)Cc1ccccc1O2 | 2 | -3

Bioassay records (PubChem BioAssay)
